# GLP1R cytotox: cytotoxic in the GLP-1 receptor inverse agonist counter-screen; HEK293 cAMP-luciferase reporter cells, luminescence, 24 h; Potency, µM (titrated, usually from 38.3 µM), for inactives: at the highest dose activity change, negative = inhibition, most hits filed as inhibitors; hit rate 0.13% among 410,000;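 also: loss of luciferase light is scored as toxicity; potency is read from the fitted curve at half-maximal effect; % is scaled to controls: 0 for no effect and ±100 for the full control effect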
#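 Luminescence readout: signal drop marks cytotoxicity. Plated cells grew 12 h at 37 °C, 5% CO2, received 23 nL compound for 24 h, then got luciferase reagent, read after 12 min at RT.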
# Akt phos inh: inhibitors of Akt phosphorylation; activity change, % for hits at 50 µM; hit rate 0.32% among 360,000; Neuro2A IGF-stimulated pAkt S473 HTRF, 20 min; active compounds read low; AID 651550; in the data active = activity change below about -80%; inconclusive = mostly about -51% to -80%; also: % is scaled to controls: 0 for no effect and ±100 for the full control effect
#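 Neuro2A cells in DMEM with 0.5% FBS, overnight at 37 deg C, given compound at single 50 µM final, then IGF (6 nM final) for 20 min at 37 deg C. Lysed; phospho-Akt Ser473 by HTRF after 24 h, 665/615 ratio.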
# aSyn rescue: alpha-synuclein toxicity inhibition in yeast; hit rate 0.14% among 370,000; Yeast expressing alpha-synuclein, growth rescue, BacTiter-Glo, 24 h; Potency, µM (titrated, usually from 46.1 µM), without a hit: at the highest dose growth rescue (activation), usual class: activators; also: potency is read from the fitted curve at half-maximal effect; % of control where 0% means no effect; nearly all actives have a fitted effect of over 65% in size
#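 Readout is rescue of growth in alpha-synuclein-expressing yeast, so inhibitors of toxicity appear as activators. Growth after 24 hr at 30 deg C in galactose medium is quantified by luminescence.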
# FUS yeast rescue: suppressors of FUS proteinopathy in yeast; S. cerevisiae FUS-expressing, growth rescue, OD600, 24 h; Potency, µM (titrated, usually from 76.6 µM), for the others: top-dose growth rescue (activation), usual class: activators; hit rate 0.24% among 390,000;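 also: potency is read from the fitted curve at half-maximal effect; plate controls were DMSO vehicle for no effect and reference control for full effect; nearly all actives have a fitted effect of over 55% in size; some results filed as inactive show a strong effect at the top dose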
#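 Yeast FUS proteinopathy model; galactose-induced FUS (2%), starting OD 0.005. Cpds in dilution series, 24hr, 30C, 99% humidity. Abs 600 nm growth. Pos ctrl CP55940 (top 92uM final); neg ctrl DMSO.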
# Abeta yeast res: compounds reversing amyloid beta toxicity in yeast; yeast expressing A-beta42, growth rescue, OD600, 48 h; response scale: 0% DMSO, 100% iron-clioquinol control; Potency, µM (titrated, usually from 46.1 µM), for the others: at the top dose growth rescue, usual class: activators; hit rate 0.063% among 410,000; AID 1347071; also: potency is read from the fitted curve at half-maximal effect; nearly all actives have a fitted effect of over 55% in size
#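 Yeast growth medium received pinned compounds, then yeast cells expressing toxic A-beta were added; plates incubated at 30 C for 48 hr. Growth read as absorbance at 600 nm, normalized to DMSO and equimolar FeCl3 plus clioquinol controls.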
# Mm-Cpn inhibitor: blocks the Methanococcus maripaludis chaperonin Mm-Cpn; hit rate 0.031% among 330,000; Potency, µM (series often up to 76.9 µM), for the others: top-dose activity, negative = inhibition, actives largely listed as inhibitors; purified Mm-Cpn ATPase, ADP Transcreener TR-FRET; also: potency is read from the fitted curve at half-maximal effect; % is scaled to controls: 0 for no effect and ±100 for the full control effect; nearly all actives have a fitted effect of over 80% in size
#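 TR-FRET (320 nm excitation; 590 and 665 nm emission) reports ADP made from 10 uM ATP by 25 nM enzyme; compounds were preincubated 10 min, reaction run 30 min, both at 37°C.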
# GLP1R inv ag: inverse agonists of human GLP-1 receptor; P43220; HEK293 GLP-1R CRE-luciferase, luminescence, 24 h; GLP-1R form is constitutively active; Potency, µM (top dose mostly 38.3 µM), for the others: top-dose activity change, negative = inhibition, most hits filed as inhibitors; hit rate 1.6% among 410,000; also: potency is read from the fitted curve at half-maximal effect; % is scaled to controls: 0 for no effect and ±100 for the full control effect; nearly all actives have a fitted effect of over 55% in size
# Target sequence (P43220 whole entry, looked up): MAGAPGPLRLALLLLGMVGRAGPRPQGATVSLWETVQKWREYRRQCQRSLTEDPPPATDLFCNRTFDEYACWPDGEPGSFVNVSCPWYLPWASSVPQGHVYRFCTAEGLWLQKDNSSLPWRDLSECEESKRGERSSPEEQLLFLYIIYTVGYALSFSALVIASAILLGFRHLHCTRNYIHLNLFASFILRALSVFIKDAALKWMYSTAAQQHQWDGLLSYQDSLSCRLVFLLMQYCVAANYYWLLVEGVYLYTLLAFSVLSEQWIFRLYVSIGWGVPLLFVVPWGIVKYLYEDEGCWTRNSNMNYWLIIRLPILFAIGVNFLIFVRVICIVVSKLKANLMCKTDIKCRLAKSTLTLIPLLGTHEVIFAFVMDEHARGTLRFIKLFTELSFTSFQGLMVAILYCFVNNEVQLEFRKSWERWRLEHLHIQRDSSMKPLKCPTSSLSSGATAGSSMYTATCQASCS
#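 HEK293 cells stably co-expressing constitutively active GLP-1R and a cAMP-responsive luciferase reporter were seeded in DMEM with 10% Nu serum, given compounds after 12 h, and incubated 24 h at 37 deg C. Luminescence was then read.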
# TDP-43 yeast inh: rescues yeast growth from TDP-43 toxicity; TDP-43 expressing yeast growth rescue, BacTiter-Glo, 24 h; Potency, µM (top dose mostly 46.1 µM), for the others: at the top dose growth rescue (activation), hits mostly activators; hit rate 1.8% among 410,000; also: potency is read from the fitted curve at half-maximal effect; % of control where 0% means no effect; nearly all actives have a fitted effect of over 50% in size
#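 Yeast expressing TDP-43 (pregrown in raffinose, seeded at OD600=0.02 in galactose medium) exposed to compounds 24 hr at 30 deg C. Growth read by BacTiter-Glo luminescence; rescue of toxicity appears as increased signal.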
# PTHR1 ag: activates the human parathyroid hormone receptor PTHR1. Q03431. HEK293 GP2 PTHR1 cells, GloSensor cAMP luminescence, 1 h. Potency, µM (titrated, usually from 115 µM), for inactives: at the highest dose activation, most hits filed as activators. hit rate 0.075% among 410,000. AID 743266; also: potency is read from the fitted curve at half-maximal effect; nearly all actives have a fitted effect of over 55% in size; some results filed as inactive show a strong effect at the top dose; inactives centre near -15; many of its hits are not listed in these tables
# Target sequence (Q03431 whole entry, looked up): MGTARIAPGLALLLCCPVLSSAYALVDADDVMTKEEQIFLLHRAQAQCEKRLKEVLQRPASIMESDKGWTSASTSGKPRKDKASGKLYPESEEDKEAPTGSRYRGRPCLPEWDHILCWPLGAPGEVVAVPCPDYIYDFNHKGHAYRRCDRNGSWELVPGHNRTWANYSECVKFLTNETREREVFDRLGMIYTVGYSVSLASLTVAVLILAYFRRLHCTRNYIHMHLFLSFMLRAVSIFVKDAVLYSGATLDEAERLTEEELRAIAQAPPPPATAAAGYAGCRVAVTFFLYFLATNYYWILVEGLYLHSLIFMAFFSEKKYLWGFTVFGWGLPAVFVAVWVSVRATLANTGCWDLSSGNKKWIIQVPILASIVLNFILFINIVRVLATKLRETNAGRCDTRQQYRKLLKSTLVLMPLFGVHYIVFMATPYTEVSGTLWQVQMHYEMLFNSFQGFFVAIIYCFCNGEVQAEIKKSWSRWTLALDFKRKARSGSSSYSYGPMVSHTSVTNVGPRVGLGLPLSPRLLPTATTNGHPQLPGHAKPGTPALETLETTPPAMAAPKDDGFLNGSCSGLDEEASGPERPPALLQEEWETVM
#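 HEK-293-derived GP2 cells expressing PTHR1 and a GloSensor cAMP reporter, 3,000/well, plated overnight, given luciferin plus IBMX (each 0.5 mM as added) for 1 h at 37 °C, then compound for 1 h at 37 °C. Luminescence was read after 15 min at room temperature.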
# * hit, by the source's call; i = inactive; ? = inconclusive; · = no result given; [ ] = another dose, or the depositor's remark. Unless noted, calls follow the shape of the dose curve; as a rule, active = well fitted curve in the direction sought with a large enough effect; inconclusive = small, poorly fitted or top-dose-only effect, or another doubt; inactive = no such curve, though single readings can be large; an effect the other way counts as inactive or inconclusive.
Molecule | GLP1R cytotox | Abeta yeast res | TDP-43 yeast inh | GLP1R inv ag | FUS yeast rescue | PTHR1 ag | aSyn rescue | Akt phos inh | Mm-Cpn inhibitor
CCOc1ccc(Nc2cc(C)c(C#N)c3nc4ccccc4n23)cc1 | 0% | -9% | 13% | 3% | -13% | i | 2% | · | ·
CCOC(=O)C1CCN(C(=O)c2ccc(NC(=O)C3CCCO3)cc2)CC1 (stereo not drawn) | -17% | 4% | 5% | -24% | 15% | i | -7% | i | -4%
CCc1sc(NC(=O)COC)nc1-c1ccccc1 | 58%[activator] | -9% | 15% | ? | ? | -60%[inhibitor] | 0% | i | -1%
COc1ccc(C(=O)Nc2cccc(NC(=O)c3ccc(OC)cc3OC)n2)c(OC)c1 | -14% | 6% | 17% | 9% | 0% | -18% | 2% | i | ·
COc1cc(NS(=O)(=O)c2cccc3nsnc23)c(C(=O)O)cc1OC | 12% | -1% | 9% | 18% | 25% | i | 1% | i | -1%
Cc1oc2c(c1C(=O)NCc1ccccc1F)C1=NCCN1C=N2 | 0% | -17% | -11% | 5% | 0% | i | · | · | ·
O=C1c2ccccc2C(=O)c2cc(S(=O)(=O)Nc3ccccc3)ccc21 | -17% | 0% | 5% | -11% | · | -34%[inhibitor] | 1% | i | 3%
COc1ccc(CNC(=O)CSc2c3c(nc4ccc(Cl)cc24)CCCC3)cc1 | -1% | -1% | ? | 4% | -7% | -2% | · | · | ·
CCc1ccc(NC(=O)CC2C(=O)N(c3ccc(F)cc3)C(=O)N2Cc2ccc(F)cc2)cc1 (stereo not drawn) | 0% | -2% | 4% | ? | 3% | i | · | · | ·
COc1ccccc1CNc1nc(-c2ccccc2CO)c2sccc2n1 | -2% | -2% | 23% | ? | -14% | i | -9% | i | ·
Cc1ccc(C(=O)Nc2ccc(S(=O)(=O)Nc3onc(C)c3C)cc2)cc1 | 11% | 4% | 19% | 4% | -17% | -4% | · | · | ·
Cc1ccccc1NC(=S)N(CCN1CCOCC1)Cc1ccccc1F | -13% | -7% | 6% | 14% | -4% | i | 6% | i | -3%
Cc1[nH]n(-c2ccccc2)c(=O)c1C=Nc1ccc(S(N)(=O)=O)cc1 | 5% | 15% | -6% | 8% | -16% | i | -18% | i | 1%
CC(=O)Nc1ccc(NC(=O)COc2cccc3c2OC(C)(C)C3)cc1 | 1% | 9% | -20%[1.82 µM] | 11% | 12% | 0% | 7% | i | 0%
Cc1[nH]c(=O)nc2c1CCC2 | 4% | 3% | 9% | 20% | -15% | i | -2% | i | -5%
COc1ccccc1NC(=O)C1=C(C)Nc2nc3ccccc3n2C1c1cccc(Br)c1 (stereo not drawn) | -9% | 11% | 26% | -3% | -15% | -10% | · | · | ·
COc1ccccc1CCC(=O)OCC(=O)Nc1ccc(S(N)(=O)=O)cc1 | 2% | -4% | 21%[9.22 µM] | 5% | 5% | -16% | -3% | i | -2%
CCOC(=O)Nc1cc2c(cc1C(C)=O)OCO2 | 20% | 11% | 1% | 24% | -1% | -8% | -2% | i | -3%
CCc1nc(CN2CCCC(C(=O)c3ccc4c5c(cccc35)CC4)C2)c(C)[nH]1 (stereo not drawn) | ? | -2% | -18% | ? | 8% | -23% | 2% | i | 2%
COc1ccc(C(=O)C2CCCN(S(=O)(=O)c3cccnc3)C2)c(C)c1 (stereo not drawn) | -3% | -5% | ? | ? | 11% | -29% | 17% | i | 0%
NC(=O)C(=O)NCCCN1CCOCC1 | 22% | -5% | -8% | 3% | -6% | i | -2% | i | -1%
CC1(c2nnnn2Cc2ccccc2)CCC(=O)N1Cc1cccc(C(F)(F)F)c1 (stereo not drawn) | 6% | 11% | 30% | -6% | 17% | i | 1% | i | ·
Fc1ccc2nc(C3CCCCN3Cc3nc(CC4CC4)no3)[nH]c2c1 (stereo not drawn) | -9% | -15% | -22% | -25% | 15% | i | 10% | i | -1%
Cc1ccc(NC(=O)CSc2n[nH]c(-c3ccco3)n2)c(C)c1 | 14% | -7% | -14% | 47%[activator] | 6% | -13% | -5% | i | -1%

# Limited to TDP-43 yeast inh (2 entries from above):
SMILES | TDP-43 yeast inh
CCOC(=O)Nc1cc2c(cc1C(C)=O)OCO2 | 1%
CCc1nc(CN2CCCC(C(=O)c3ccc4c5c(cccc35)CC4)C2)c(C)[nH]1 (stereo not drawn) | -18%

# Some of these compounds in order of the Mm-Cpn inhibitor value, rising.
compound | Mm-Cpn inhibitor
CCOC(=O)Nc1cc2c(cc1C(C)=O)OCO2 | -3%
COc1ccc(C(=O)C2CCCN(S(=O)(=O)c3cccnc3)C2)c(C)c1 (stereo not drawn) | 0%
CCc1nc(CN2CCCC(C(=O)c3ccc4c5c(cccc35)CC4)C2)c(C)[nH]1 (stereo not drawn) | 2%

# Continued.
Molecule | GLP1R cytotox | Abeta yeast res | TDP-43 yeast inh | GLP1R inv ag | FUS yeast rescue | PTHR1 ag | aSyn rescue | Akt phos inh | Mm-Cpn inhibitor
O=C(O)Cc1ccc(C(=O)c2ccc(F)cc2)s1 | -18% | -7% | 2% | -23% | -1% | i | 7% | i | -1%
COc1nc(N2CCCC2)nc(-n2nnc(C(C)=O)c2C)n1 | 2% | -30% | -21% | 0% | -6% | -14% | -9% | i | 1%
c1ccc(-n2nnc3c(N4CCOCC4)ncnc32)cc1 | 13% | 4% | 12% | ? | -3% | -29%[57.5 µM] | -4% | i | -1%
COc1ccc2cc(C#N)c(Cl)nc2c1 | 1% | -12% | -8% | 20% | 6% | i | 6% | i | -1%
O=C(O)c1cccc(NC(=S)NC(=O)c2ccc(-c3ccc(Cl)cc3)o2)c1 | -7% | -14% | -9% | 47%[activator] | 32% | -83%[inhibitor] | 14% | i | 0%
COc1ccc(CN(CC(=O)NC(C)C)C(=O)CCC(=O)Nc2nccs2)cc1 | 8% | -11% | -14% | 9% | -19% | -11% | 2% | i | 2%
CC1(Oc2cccc(C#N)c2)CCN(Cc2ccccc2OC(F)F)C1 (stereo not drawn) | -3% | -6% | 10% | ? | -13% | -72%[inhibitor] | 1% | i | ·
COc1ccccc1CNC(=O)c1cc(C(=O)CC(C)C)c[nH]1 | -8% | -4% | 27% | 4% | -27% | -36%[inhibitor] | -1% | i | 1%
CCOc1ccc(-c2nc(Cn3c(=O)cc(-c4ccccc4)c4c(C)nn(C)c43)c(C)o2)cc1OC | 20% | -17% | 8% | 12% | -8% | i | · | · | ·
COc1ccccc1COC(=O)c1ccc(S(=O)(=O)N2CCOCC2)cc1 | -29% | 1% | 22% | -7% | 36% | -18% | 3% | i | 0%
COc1ccc(NC(=O)c2sc3ncn(CC(=O)N4CCN(c5ccccn5)CC4)c(=O)c3c2C)c(OC)c1 | 0% | 0% | -2% | 6% | -13% | -35%[inhibitor] | 1% | i | -6%
O=C(O)C1CC=CCC1C(=O)NNS(=O)(=O)c1ccccc1 (stereo not drawn) | -2% | -8% | -9% | 2% | -7% | -12% | -4% | i | 0%
CN(C(=O)CSc1cc(C(=O)c2nccn2C)c2ccccc2n1)c1ccccc1 | ? | 4% | 8% | 10µM* | 15% | -14% | 2% | i | -7%
O=C(Nc1ccccc1)Nc1ccc(F)cc1F | 3% | -3% | -19% | -16% | -24% | -42%[inhibitor] | -14% | i | 0%
CC(NC(=O)/C=C/c1ccco1)c1nc2ccccc2n1Cc1cccc(Cl)c1 (stereo not drawn) | 18% | 2% | -10% | -24% | 19% | i | 0% | i | -1%
Cc1cccc(NC(=O)CCN2C(=O)C3C4C=CC(C4)C3C2=O)c1 (stereo not drawn) | 14% | -17% | -13% | 25% | 19% | -12%[57.5 µM] | -1% | i | -1%
C=CCn1c(C(CC)CC(C)(C)O)n[nH]c1=S (stereo not drawn) | 1% | -12% | 10% | 22% | -5% | 15% | -5% | i | 4%
CN(C(=O)c1coc(=O)c2ccccc12)c1ccccc1Cl | -8% | -16% | · | -26% | 2% | -1% | 11% | i | -11%
CCOC(=O)N1CCN(C(=O)COc2ccc(Br)cc2)CC1 | 13% | -4% | 7% | -4% | -22% | -21%[57.5 µM] | -3% | i | 2%
CC(=O)NS(=O)(=O)c1ccc(NC(=O)c2ccccn2)cc1 | -8% | 2% | · | -9% | 19% | -15% | 11% | i | 4%
O=C(c1cnc(N2CCN(c3ccccn3)CC2)c2ccccc12)N1CCN(c2cccc(Cl)c2)CC1 | -19% | -4% | 11% | 2.2µM* | ? | -49%[inhibitor] | 5% | i | 1%
C/C(=N\NC(=S)NCc1ccccc1)c1ccco1 | ? | 11µM* | ? | ? | -4% | -11% | -12% | i | -1%
CCC/C=N/NC(=O)CNC(=O)c1ccccc1Cl | -4% | 0% | -17% | 10% | 22% | i | -3% | i | -6%
COc1cc2c(cc1OC)C(c1ccc([N+](=O)[O-])cc1)NC(=O)C2 (stereo not drawn) | -6% | -8% | -2% | 57%[activator] | -20% | i | -2% | i | 1%
CC1(C)Cc2c(sc3c2c(N)nc(=S)n3Cc2ccc(Br)cc2)CO1 | ? | -9% | 4% | -8% | 12% | -5% | 1% | i | -1%
Cc1cc(C)n(CCNS(=O)(=O)c2ccc(Cl)cc2)n1 | -9% | 8% | 1% | -4% | 6% | -15% | 9% | i | 1%

# These rows are one share of the data, so the mix of outcomes need not match the whole.
